Compound activity: PubChem, National Center for Advancing Translational Sciences (NCATS)
ERK EGF block: qHTS Assay for Inhibitors of the ERK Signaling Pathway using a Homogeneous Screening Assay; Stimulation with EGF | AID 1454, 2008 | Potency, µM (titrated, usually from 11.5 µM), for inactives: at the top dose activity change, negative = inhibition, usual class: inhibitors | 130,000 compounds, 0.41% hits | HEK293-V1b, EGF-stimulated phospho-ERK AlphaScreen; active = well fitted inhibition curve with a large enough effect; inconclusive = small, poorly fitted or top-dose-only effect, or effect the other way;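 note: plate controls were stimulated vehicle wells for no effect and unstimulated vehicle basal for full effect; nearly all actives have a fitted effect of over 55% in size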
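Homogeneous cell-based phospho-ERK assay: HEK293/V1b cells in 1% FBS, compound 30 min then EGF 5 min, AlphaScreen luminescence. Activity normalized between DMSO and 25 nM EGF controls; AC50 from Hill modelling.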
Starred values were filed as active, the others as inactive; u = inconclusive; [ ] = another dose, or the depositor's remark. Potency is the fitted concentration of half-maximal effect. This is a subset; rates above refer to the full screens.

mol	ERK EGF block
COc1ccc(NS(=O)(=O)c2csc(C(=O)Nc3ccccc3)c2)cc1	u
CSc1ccc(CN2CCN(C(=O)c3ccncc3)CC2)cc1	2%
CC(=O)Nc1ccc(NC(=O)COc2ccc(Br)cc2C)cc1	0%
CC(C)(C)c1ccc(C(=O)NCCN2CCCC2)cc1	-1%
CC1=C(C(=O)OCC2CCCO2)C(c2ccsc2)C2=C(CC(C)(C)CC2=O)N1 (configuration not stated)	2%[57.5 µM]
O=C(CN1C(=O)C2CCCCC2C1=O)Nc1ccc(S(=O)(=O)Nc2ncccn2)cc1 (configuration not stated)	19%
CC(C)(C)NCc1cc(Cl)ccc1OCc1ccccc1F	-6%
COc1ccccc1-c1cnnc(N/N=C/c2ccc(-c3cccc(Br)c3)o2)n1	-1%
CC(C)(C)c1ccc(-c2nnc(N)s2)cc1	-1%
C[C@@H]1C[C@@H]2OC(=O)[C@]3(C)[C@H]2[C@@H](OC3(C)O)[C@]2(C)C(=O)CC[C@H]12 (some centres not stated)	-15%[57.5 µM]
Cc1c(NS(=O)(=O)c2ccc(NC3CCCC3)c([N+](=O)[O-])c2)c(=O)n(-c2ccccc2)n1C	-4%
Cc1cc(C)nc(N2CCCC(C(=O)NC(C)C)C2)n1 (configuration not stated)	-11%
CC(CCc1ccccc1)NC(=O)C(=O)Nc1ccccc1 (configuration not stated)	0%
CCCCCC(=O)/C=C/C=C\C/C=C\C/C=C\CCCC(=O)O	5%
O=C(NCCc1nc2ccccc2[nH]1)/C(=C/c1ccc2c(c1)OCO2)NC(=O)c1ccccc1Cl	-5%

(next part)
mol	ERK EGF block
CCn1c(C)c(P(=O)(N2CCOCC2)N2CCOCC2)c2ccccc21	-1%
COc1ccc(/C=N/NC(=O)c2ccc(NC(=O)c3ccccc3Br)cc2)cc1	3%
O=C(O)c1ccc(N=Nc2c(O)[nH]c3ccccc23)cc1	0%[57.5 µM]
Cc1cccc(N/C=C/C(=O)c2cccs2)c1C	-2%
Cc1ccccc1Nc1c(-c2cccnc2)nc2ccccn12	u
Cc1ccc(NC(=O)CSc2nnc(C(F)(F)F)n2C)cc1[N+](=O)[O-]	-8%
Oc1[nH]c2ccccc2c1N=Nc1ccccc1F	7%
CC(Oc1ccc(Br)cc1)c1nc2c3ccccc3nc(=S)n2[nH]1 (configuration not stated)	u
COc1ccc(C(CCO)NC(=O)c2cccs2)cc1OC (configuration not stated)	5%
c1ccc(N2CCCCC2)c(Nc2nc3ccccc3n3cnnc23)c1	-19%[57.5 µM]
CC(c1ccc(F)cc1)n1c(-c2cccs2)n[nH]c1=S (configuration not stated)	6%
O=C(CN1CCN(S(=O)(=O)/C=C/c2ccccc2)CC1)Nc1ccc(N2CCOCC2)cc1	-3%
CCc1ccc(OCC(=O)N/N=C/c2cc([N+](=O)[O-])ccc2N2CCOCC2)cc1	0%
CCCn1c2c(c(O)c(C(=O)NC)c1=O)CCCC2	4%
CCNC(=S)N/N=C(\C)c1cc2ccccc2o1	0%

Compounds above containing bromine:
mol	ERK EGF block
CC(=O)Nc1ccc(NC(=O)COc2ccc(Br)cc2C)cc1	0%
COc1ccccc1-c1cnnc(N/N=C/c2ccc(-c3cccc(Br)c3)o2)n1	-1%
COc1ccc(/C=N/NC(=O)c2ccc(NC(=O)c3ccccc3Br)cc2)cc1	3%
CC(Oc1ccc(Br)cc1)c1nc2c3ccccc3nc(=S)n2[nH]1 (configuration not stated)	u

(next part)
mol	ERK EGF block
COc1ccc(C(=O)/C(=C/N(C)C)S(=O)(=O)c2ccccc2)cc1	-8%
O=C(NCc1ccco1)c1ccc2snnc2c1	-1%
CCSc1nc2ccccc2n1C(=O)Oc1ccccc1	3%
Cc1onc(-c2ccccc2)c1CNC(=O)C1COc2ccccc2O1 (configuration not stated)	0%[57.5 µM]
CCN(CC)c1ccc(/C=N/NC(=O)CC(C)C)cc1	-7%
COc1ccccc1C(=O)C1CCCN(C(=O)c2cn3cc(Cl)ccc3n2)C1 (configuration not stated)	-4%
CCOC(=O)/C(C#N)=C/C=C1\C=Cc2ccccc2N1CC	16µM*
COc1ccccc1NCCC(=O)OCC(=O)NC1CCCCC1	-13%
COc1ccc(SCCN2CCN(C)CCC2=O)cc1	-13%[57.5 µM]
CC(C)CN(C(=O)CSc1nnnn1C)C1CCS(=O)(=O)C1 (configuration not stated)	-10%
O=C(/C=C/c1ccc(F)cc1)Nc1ccc(S(=O)(=O)Nc2ncccn2)cc1	-17%[57.5 µM]
O=C1C2C(C(=O)N1/N=C/c1ccc([N+](=O)[O-])o1)C1C=CC2C12CC2 (configuration not stated)	7%
CCCn1c(N)c(C(=O)CSc2ncc(C(F)(F)F)cc2Cl)c(=O)[nH]c1=O	14%
NNC(=O)c1ccc(COc2ccc3c(c2)CCC3)o1	9%
COc1ccc(C(=O)NNC(=O)C2CCCN(C3CC(=O)N(c4ccccc4)C3=O)C2)cc1 (configuration not stated)	-7%[57.5 µM]

(list continues)
mol	ERK EGF block
O=C1CCCc2c1nc(-c1ccccc1F)n2O	-3%[57.5 µM]
CCN(CC)c1ccc(/C=N/NC(=O)c2ccco2)cc1	3%
Cc1nn(C(=O)c2nn(C)cc2[N+](=O)[O-])c(C)c1Cl	1%
Cc1cccc(C)c1OCC(=O)NC(Cc1c[nH]c2ccccc12)C(=O)O (configuration not stated)	-7%
CC(C)(C)c1ccc(C2(C)NC(=O)N(CC(=O)NCc3cccs3)C2=O)cc1 (configuration not stated)	-9%
Cc1nnc(NC(=O)CCSCCC(=O)Nc2nnc(C)s2)s1	-11%
CCOC(=O)CN=C/C(C(C)=O)=C(/C)O	-7%[57.5 µM]
COc1ccccc1-n1c([S-])c(C(=O)Nc2ccccc2C(F)(F)F)[n+]2ccc(C(=O)NCCO)cc12	-1%
CCOC(=O)C1=C(C)Nc2nc(C)nn2C1c1ccc(OC)c(OC)c1 (configuration not stated)	u
COCCCNC(=O)CN(CCc1ccccc1)S(=O)(=O)c1ccccc1	-5%
O=C(N/N=C/c1ccco1)C1CC1c1ccccc1 (configuration not stated)	7%
CC(=O)OCC1=C(C(=O)O)N2C(=O)C(NC(=O)C(C)Cn3nc(C)c(Cl)c3C)C2SC1 (configuration not stated)	-8%
O=C1Nc2cc(C(=O)N3CCc4ccccc4C3)ccc2S/C1=C\c1ccccc1	2%
CNC(=S)Nc1cccc(C(C)=O)c1	-4%
CC(=O)NC(Cc1cccc(F)c1)C(=O)NC1CCN(C(=O)c2ccc(C)cc2)CC1 (configuration not stated)	2%

Continuation:
mol	ERK EGF block
Cc1ccc(NC(=O)NCc2ccc3[nH]c(C)cc3c2)cc1	-2%
C[C@@H](CCCCC(=O)Nc1ccc(C(F)(F)F)cc1)NCCc1cnc[nH]1	-2%
COc1cc(-n2c(N)c(C(=O)NCc3ccco3)c3nc4ccccc4nc32)cc(OC)c1OC	-8%
Nc1nc(Nc2cccc(F)c2)nc(NCCO)c1[N+](=O)[O-]	4%[57.5 µM]
CC(=NC(C)C)C1=C(O)C(C)OC1=O (configuration not stated)	4%
Cc1sc2ncnc(NC(C)C(=O)O)c2c1C (configuration not stated)	-6%
Cc1ccc(CN2CCN(Cc3cn[nH]c3-c3ccccc3)CC2CCO)o1 (configuration not stated)	3%
Cc1cc2ccccc2nc1SCC(=O)NC1CCCC1	-23%
Cc1cccc(-n2c(C)cc(C=C(C#N)C#N)c2C)c1	17%
Cc1cc(C(=O)NNC(=S)Nc2ccccc2C)cs1	6%
COc1ccc(N(CC(=O)NC2CCCCC2)C(=O)CNC(=O)c2ccco2)cc1OC	7%
Cc1cc2nc(CCN(C(=S)NCC3CCCO3)C3CCCC3)[nH]c2cc1C (configuration not stated)	0%
COc1ccc(Oc2cccc(Cl)c2CNC(=O)CC(C)(C)CC(=O)O)cc1	9%[57.5 µM]
Cc1ccc(C(=O)CSc2nnc3c4ccccc4nc(C(C)(C)C)n23)cc1	3%
O=C(CNCC1CCCCC1)Nc1cccc(S(=O)(=O)N2CCOCC2)c1	u

Single values from above:
Reading for COc1cc(-n2c(N)c(C(=O)NCc3ccco3)c3nc4ccccc4nc32)cc(OC)c1OC in ERK EGF block: -8%
Reading for C[C@@H](CCCCC(=O)Nc1ccc(C(F)(F)F)cc1)NCCc1cnc[nH]1 in ERK EGF block: -2%
Reading for Cc1ccc(C(=O)CSc2nnc3c4ccccc4nc(C(C)(C)C)n23)cc1 in ERK EGF block: 3%
Reading for Cc1ccc(CN2CCN(Cc3cn[nH]c3-c3ccccc3)CC2CCO)o1 (configuration not stated) in ERK EGF block: 3%

Other results follow:
SMILES,ERK EGF block
CCSc1nnc(NC(=O)C2C3CCC(C3)C2C(=O)O)s1 (configuration not stated),-8%
COc1ccc(-n2c(=O)c3c4c(sc3n(CC(N)=O)c2=O)CCCCC4)cc1,5%[57.5 µM]
Cc1ccccc1NC(=S)N(C)Cc1cn(C)c2ccccc12,-4%
CC(=O)C1=C(C)N(Cc2ccccc2)C(=O)N[C@H]1c1ccco1,3%[57.5 µM]
Cn1cc(-c2ccc(Cl)cc2)cc(C#N)c1=O,8%
C=CCn1c(COc2ccccc2F)nnc1SCC(=O)Nc1cc(C)on1,-1%
O=[N+]([O-])c1ccc(/C=N/Nc2ncc(-c3ccccc3)cn2)cc1,5%
Nc1cc([N+](=O)[O-])ccc1O,0%
O=C(NN=C1CCCC1)c1ccc([N+](=O)[O-])cc1,-5%
Cc1ccc2[nH]c3c(=O)n(Cc4ccco4)cnc3c2c1,-16%[57.5 µM]

(further entries)
SMILES,ERK EGF block
O=C(CSc1nn(-c2ccc(F)cc2)c(=S)s1)NCC1CCCO1 (configuration not stated),-1%
CC(=O)Nc1nnc(S(N)(=O)=O)s1,13%
CC1CC(=O)Nc2ccccc2N1S(=O)(=O)c1cccc(Cl)c1 (configuration not stated),-3%
CC1C(c2ccccc2)N(C)C(c2ccccc2)C(C)C1(O)C#Cc1ccccc1 (configuration not stated),2%
O=C(COc1ccc(Cl)cc1)NCc1nnc(SCC(=O)Nc2ccccc2F)o1,9%
CN(C)c1ccc(CNCCC(Cc2ccccc2)c2ccco2)cc1 (configuration not stated),u
COCCNC(=S)Nc1ccc2nsnc2c1,1%
COc1ccc(NC(=O)c2cncc(Br)c2)cc1S(=O)(=O)N1CCCCC1,3%
O=S(=O)(c1ccc(F)c(F)c1F)N1CCN(C(=S)NCc2ccccc2)CC1,-6%
Cc1nc2cnc(N3CCNCC3)nc2n(C2CC2)c1=O,17%

Four entries from above, as labelled records:
CC1CC(=O)Nc2ccccc2N1S(=O)(=O)c1cccc(Cl)c1 (configuration not stated)
  ERK EGF block = -3%
CC1C(c2ccccc2)N(C)C(c2ccccc2)C(C)C1(O)C#Cc1ccccc1 (configuration not stated)
  ERK EGF block = 2%
O=C(COc1ccc(Cl)cc1)NCc1nnc(SCC(=O)Nc2ccccc2F)o1
  ERK EGF block = 9%
CN(C)c1ccc(CNCCC(Cc2ccccc2)c2ccco2)cc1 (configuration not stated)
  ERK EGF block = u

Going on with the list.
SMILES,ERK EGF block
CCCCc1n[nH]c(=S)n1Cc1ccc(Cl)cc1,-8%
COc1ccccc1-n1c(=O)c(C#N)c(-c2ccc([N+](=O)[O-])cc2)c2cc(C(=O)c3cc(F)ccc3O)cnc21,-2%
COc1ccc(C(C#N)c2ccc(=O)[nH]n2)cc1 (configuration not stated),-1%
CCC(CC)NC(=O)Nc1ccc(F)cc1F,1%
CCCc1cc(=O)[nH]c(=S)[nH]1,6%
COc1cc2c(cc1OC)C(NC(=O)C(F)(F)F)CNC2=O (configuration not stated),-1%
Cc1cc(NC(=O)CCCn2nc([N+](=O)[O-])cc2C)no1,-7%
CCOC(=O)c1ccc(NC(=O)COc2ccc(CNC3CCCCC3)cc2OC)cc1,2%
Cc1cc(Nc2ccc(N3CCOCC3)cc2)c2cccc(C)c2n1,-17%[57.5 µM]
O=C(CNC(c1ccccc1)c1ccccc1)Nc1ccccc1-c1ccccc1,6%

Next section.
SMILES,ERK EGF block
CCOC(=O)CC1C(=O)NCCN1C(=S)Nc1ccccc1 (configuration not stated),9%
O=C(CSc1nnc(COc2ccccc2Cl)o1)NC(=O)NCc1ccco1,-1%[57.5 µM]
CCOC(=O)N1CCN(C(=O)CCCCCn2c(=S)[nH]c3ccsc3c2=O)CC1,-3%
O=C1c2ccccc2NC2(CCCC2)N1NS(=O)(=O)c1ccccc1,2%
COc1cccc(C(=O)Nc2cccc3c2ccc2cccn23)c1,-5%
Cc1ccc(C2NCCS2)cc1 (configuration not stated),3%
Brc1ccc(-c2nnc(Cc3ccccc3)o2)cc1,-21%[57.5 µM]
CCC(=O)N1N=C(c2cccc(NS(C)(=O)=O)c2)CC1c1cccs1 (configuration not stated),6%
N#CC(C#N)=CNc1cccnc1,7%[57.5 µM]
O=C(Cn1cc(C(=O)c2ccco2)c2ccccc21)NC1CC1,-3%

Other compounds follow:
SMILES,ERK EGF block
Cc1c(C(=O)N2CCCC2)sc(NC(=O)c2ccccc2)c1C#N,-10%
COc1cccc(Cn2nc(C(=O)O)c3ccccc3c2=O)c1,-9%
COCCNC(=O)C(C(=O)c1ccc(F)cc1)n1cc(C)ccc1=O (configuration not stated),-21%
COc1ccc2oc(=O)c(N3C(=O)c4ccccc4C3=O)cc2c1,8%[57.5 µM]
CCSC1=NCCN1C(=O)c1ccc(S(=O)(=O)N(CC)CC)cc1,5%
CCn1c(SCc2cccc(F)c2)nc2c(c1=O)SCC2,-7%
S=c1[nH]nc(COc2cccc3ccccc23)n1Cc1ccccc1,-1%[57.5 µM]
CSc1ccc(/C=C(\NC(=O)c2ccccc2)C(=O)NN)cc1,-8%[57.5 µM]
COC(=O)CN(c1cc([N+](=O)[O-])ccc1OC)S(C)(=O)=O,9%[57.5 µM]
COc1cccc(CN(C)CC(=O)NCc2ccccc2Cl)c1,0%

The listing continues.
SMILES,ERK EGF block
Cc1cc(C)n2nc(SCC(=O)c3cccs3)nc2n1,-6%
CC(C)(C)CC(=O)Nc1cc(S(=O)(=O)N2CCCCCC2)ccc1Cl,11%
C#CC1(NC(=O)NC(=O)c2c(F)cccc2F)CCCCC1,-4%[57.5 µM]
COc1cc(NC(=S)N2CCC(C(N)=O)CC2)cc(OC)c1,-2%
